Screening results from PubChem BioAssay.
Luc counter = Kinase-Glo luciferase inhibition (counter-screen). Potency, µM (doses to about 38.3 µM), for inactives: at the top dose activity change, negative = inhibition, actives largely listed as inhibitors. Kinase-Glo luciferase, ATP luminescence, 8 min. Q27757. AID 1379. actives 0.28% (n = 200,000); further: potency means the concentration at half of the fitted maximal effect; on the % scale 0 is the no-effect control and ±100 the full control effect; nearly all actives have a fitted effect of over 60% in size
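Inhibition of Kinase-Glo luciferase light generation was assessed at 10 uM ATP in pH 7.2 imidazole buffer, with luminescence measured after eight minutes at ambient temperature.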
IMPase Li cell = IMPase inhibition in cells with lithium potentiation; Potency, µM (doses to about 59.4 µM), for the others: top-dose activity, negative = IMPase inhibition, usual class: inhibitors; AID 1457; CHO-M1 cells, IP1 TR-FRET (IP-One), carbachol + lithium; actives 0.35% (n = 210,000);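 further: IP1 builds up when IMPase is blocked and the TR-FRET signal falls; potency means the concentration at half of the fitted maximal effect; plate controls were basal vehicle for no effect and high inhibitor control for full effect; nearly all actives have a fitted effect of over 50% in size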
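Concentration–response in CHO-M1 cells, lithium-potentiated; 30 min at 37C. IP1 detected by competitive TR-FRET after 10 min lysis at RT. Hill-fitted AC50.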
CBFb RUNX1 block = inhibitors of human CBF-beta and RUNX1 interaction; Q01196+Q13951; AlphaScreen CBFb-His/RUNX1-biotin binding, biochemical; Potency, µM (doses to about 59.8 µM), without a hit: at the top dose activity, negative = inhibition, most hits filed as inhibitors; 230,000 tested, under 10 active; further: % of control where 0% means no effect
Target sequence (Q01196 whole entry, looked up): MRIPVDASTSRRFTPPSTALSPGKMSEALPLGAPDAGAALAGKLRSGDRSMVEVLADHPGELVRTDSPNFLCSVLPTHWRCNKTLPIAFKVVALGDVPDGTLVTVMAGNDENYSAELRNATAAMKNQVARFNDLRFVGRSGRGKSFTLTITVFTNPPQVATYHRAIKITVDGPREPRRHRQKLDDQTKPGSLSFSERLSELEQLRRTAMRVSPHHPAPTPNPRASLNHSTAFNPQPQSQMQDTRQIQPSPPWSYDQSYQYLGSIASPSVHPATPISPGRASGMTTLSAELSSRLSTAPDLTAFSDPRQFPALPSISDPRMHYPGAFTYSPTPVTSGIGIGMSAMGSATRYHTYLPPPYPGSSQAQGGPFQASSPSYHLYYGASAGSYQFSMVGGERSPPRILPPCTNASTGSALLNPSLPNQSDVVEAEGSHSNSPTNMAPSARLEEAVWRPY
Target sequence (Q13951 whole entry, looked up): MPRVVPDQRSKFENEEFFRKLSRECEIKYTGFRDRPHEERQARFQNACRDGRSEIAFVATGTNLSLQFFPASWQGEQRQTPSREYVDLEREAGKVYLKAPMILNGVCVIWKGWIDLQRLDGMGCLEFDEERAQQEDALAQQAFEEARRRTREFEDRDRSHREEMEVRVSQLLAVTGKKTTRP
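Interaction loss through any mechanism counts as activity. Pre-formed complex of His-CBF-beta and biotin-RUNX1 (30 nM apiece) is incubated with compound 15 min, then with 50 ng nickel and 50 ng streptavidin beads for 90 min before AlphaScreen detection.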
HttQ103 aggreg = inhibitors of mutant huntingtin aggregate formation in PC12 cells; PC12 HttQ103-GFP aggregates, Acumen cytometry, 40 h; Potency, µM (titrated, usually from 46.1 µM), for the others: top-dose activity change, negative = inhibition, hits mostly inhibitors; actives 1.1% (n = 220,000); further: potency means the concentration at half of the fitted maximal effect; on the % scale 0 is the no-effect control and ±100 the full control effect; nearly all actives have a fitted effect of over 60% in size
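PC12/HTTQ103-GFP, ecdysone-inducible; teb 100 nM; cpd qHTS titration; GFP aggregates read on laser cytometer, Ex 488/Em 500-530 nm.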
NPSR antagonist = neuropeptide S receptor (human) antagonism, cAMP. Q6W5P4. CHO-NPSR cells, cAMP TR-FRET, antagonist mode. Potency, µM (doses to about 38.3 µM), for inactives: at the top dose activity change, negative = inhibition, hits mostly inhibitors. actives 1% (n = 220,000). AID 1461; further: potency means the concentration at half of the fitted maximal effect; on the % scale 0 is the no-effect control and ±100 the full control effect; nearly all actives have a fitted effect of over 50% in size; many of its hits are not listed in these tables
Target sequence (Q6W5P4 whole entry, looked up): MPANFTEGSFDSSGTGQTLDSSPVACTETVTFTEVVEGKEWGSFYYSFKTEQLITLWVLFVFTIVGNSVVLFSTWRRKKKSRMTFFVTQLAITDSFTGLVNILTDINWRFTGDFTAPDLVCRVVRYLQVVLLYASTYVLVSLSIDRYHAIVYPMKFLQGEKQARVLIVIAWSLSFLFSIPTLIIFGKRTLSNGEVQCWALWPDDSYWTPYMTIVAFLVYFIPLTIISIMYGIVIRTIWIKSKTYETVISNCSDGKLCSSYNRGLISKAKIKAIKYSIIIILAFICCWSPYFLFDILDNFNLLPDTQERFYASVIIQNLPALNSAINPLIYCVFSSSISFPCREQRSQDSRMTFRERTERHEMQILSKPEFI
Epigenetic reg = epigenetic control regulation, reporter derepression; AID 1865; Potency, µM (titrated, usually from 53.9 µM), without a hit: top-dose GFP activation, most hits filed as activators; murine LDR cells, GFP reporter derepression, 30 h; actives 0.2% (n = 280,000); further: potency means the concentration at half of the fitted maximal effect; % of control where 0% means no effect; nearly all actives have a fitted effect of over 60% in size
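Readout is the number of GFP-expressing murine LDR cells, counted by cytometry following washing. Cells were treated with compound for 30 h at 37 C; the stably integrated CMV-GFP locus is normally silent.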
Lamin A splicing = LMNA splicing modulation | Potency, µM (highest dose often 46.1 µM), inactives show at the top dose ratio change, negative = inhibition, actives largely listed as inhibitors | HeLa LMNA splicing GFP/RFP minigene ratio, 48 h | actives 0.01% (n = 200,000); active means well fitted inhibition curve with a large enough effect in the signal ratio, with a control signal flat, not every such curve was filed as active; inconclusive means small, poorly fitted or top-dose-only effect, or effect the other way, or a change in a side signal; the % refers to the signal ratio; further: potency means the concentration at half of the fitted maximal effect; on the % scale 0 is the no-effect control and ±100 the full control effect
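S3 HeLa stable clones carrying a lamin A-EGFP splicing minigene plus DsRed2 were seeded at 600 cells/well in Opti-MEM with 2% FBS, pin-dosed and incubated 48 h at 37°C. Acumen cytometry (488 nm) gave the GFP/RFP total-intensity ratio.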
* marks the source's active call; other numbers are inactive results; ? = inconclusive; nt = no result given; & = joins results of further samples; [ ] = another dose, or the depositor's remark. Unless noted, the call rests on the fitted dose curve; in most records, active means well fitted curve in the direction sought with a large enough effect; inconclusive means small, poorly fitted or top-dose-only effect, or another doubt; inactive means no such curve, though single readings can be large; an effect the other way counts as inactive or inconclusive. Only part of the results is shown. The share of hits here may be higher or lower than overall.

SMILES	Luc counter	IMPase Li cell	CBFb RUNX1 block	HttQ103 aggreg	NPSR antagonist	Epigenetic reg	Lamin A splicing
C/C=C\C(=O)Nc1cccc(C2=NOC3(C2)C[C@@H](C(N)=O)N(C(=O)CCCCC)C3)c1 (stereo partly drawn)	nt	nt	1%	-6%[9.22 µM]	7%	-2.3%	nt
CC(=O)O[C@@]1(C(C)=O)CCC2C3C=C(Cl)C4=CC(=O)CC[C@]4(C)C3CC[C@]21C (stereo partly drawn)	-3%	12%	20%	nt	nt	6.7%	nt
O=C(NNC(=O)c1cccs1)c1ccc(Br)o1	-4%	1%	7%	-4%	6%	0.0%	-3%
COc1cc(C2C(C(C)=O)=C(O)C(=O)N2c2ccc(C)cc2)ccc1O (stereo not drawn)	5%	-5%	9%	-5%	-16%[46.1 µM]	-0.9%	-5%
C=CCN(CC=C)C(=S)NC(=O)c1ccc(-c2ccccc2)cc1	1%	-5%[38.3 µM]	-2%	7%[9.22 µM]	-27%[46.1 µM]	9.3%	?
Cc1cc(Cl)ccc1OCC(=O)OC(C)C(=O)N(C)C (stereo not drawn)	nt	nt	-1%	10%	5%[46.1 µM]	-5.5%	4%
COc1ccc2c(C(F)(F)F)cc(=O)oc2c1C	1%	-5%	0%	3%	-6%[46.1 µM]	-2.8%	2%
COc1cccc(-c2cc(C(=O)N3CCc4ccccc4C3)no2)c1	4%	12%	20%	-15%	-19%[46.1 µM]	-5.7%	-14%
Cc1ccnc(SCC(=O)Nc2oc(-c3ccccc3)c(-c3ccccc3)c2C#N)n1	0%	18%[38.3 µM]	5%	20%	-15%[46.1 µM]	-0.9%	24%
CN(C)c1ccc(CNC(=O)C2(C)C=CCN2C(=O)c2ccccc2)cc1 (stereo not drawn)	-6%	0%	11%	nt	nt	1.5%	nt
CC(C)c1cc(NCC2CCCO2)n2c(nc3ccccc32)c1C#N (stereo not drawn)	-7%	12%[38.3 µM]	7%	10%	-25%[46.1 µM]	0.6%	-16%
O=C(/C=C/c1ccccc1)c1ccc2c3c(cccc13)CC2	nt	nt	-5%	2%	-19%[46.1 µM]	-0.9%	?
CCOCc1nc(C)c(Cl)c(NS(=O)(=O)c2ccc(N)cc2)n1	3%	3%[38.3 µM]	3%	7%	0%[46.1 µM]	3.2%	0%
O=C(N/N=C/c1ccc(Br)s1)c1cccnc1	-6%	18%	-2%	nt	-27%	-1.1%	nt
CCCOC(=O)CC1C(=O)NCCN1Cc1ccc(F)cc1 (stereo not drawn)	-2%	3%[38.3 µM]	3%	0%	3%[46.1 µM]	0.4%	4%
COc1ccccc1Nc1nc(N)nc(CSc2nncn2C)n1	1%	1%[38.3 µM]	1%	9%[9.22 µM]	-8%[46.1 µM]	-3.1%	-3%
Cc1ccnc(SCC(=O)c2cccs2)n1	-18%	-8%	-7%	-3%	2%	1.0%	nt
CCC(CO)NCc1cc(OC)c(OCC(=O)NCCc2ccccc2)cc1Br (stereo not drawn)	1%	8%	4%	-11%	14%	-3.4%	4%
Cc1ccc(S(=O)(=O)Nc2ccc3c(c2)n(C)c(=O)n3C)c(C)c1	0%	19%	-2%	-2%[9.22 µM]	-41%	3.0%	?
COCCNC(=O)CN(c1cc(Cl)ccc1OC)S(C)(=O)=O	5%	1%[38.3 µM]	3%	4%	-13%[46.1 µM]	-2.8%	0%
CC(C)C(=O)c1cn(CC(=O)NCc2ccco2)c2ccccc12	6%	1%	-7%	10%	-10%[46.1 µM]	-0.8%	-7%
CCCCCCCCCCCCC/C=C/[C@@H](O)C(CO)NC(C)=O (stereo partly drawn)	-2%	28%	5%	nt	nt	?	nt
O=C(NC(Cc1c[nH]c2ccccc12)C(=O)O)c1ccco1 (stereo not drawn)	3%	31%[38.3 µM]	-14%	10%	6%[46.1 µM]	4.4%	18%
CCC(C)Nc1nc(SC(C(C)=O)C(C)=O)nc(N(C)C)n1 (stereo not drawn)	-1%	15%[38.3 µM]	6%	-13%	-12%[46.1 µM]	-1.0%	-23%
CCOC(Cn1cc(C)c(=O)[nH]c1=O)OCC	1%	1%	?	6%	11%	-1.4%	3%[9.22 µM]
Carrying on:
SMILES	Luc counter	IMPase Li cell	CBFb RUNX1 block	HttQ103 aggreg	NPSR antagonist	Epigenetic reg	Lamin A splicing
CCN(CCC(=O)O)c1ccccc1	-3%	12%[38.3 µM]	1%	-11%	-7%[46.1 µM]	-1.0%	-5%
CC(C)Oc1cccc(C(=O)NC(=S)Nc2ccccc2)c1	1%	-2%	-15%	11%	-36%	1.9%	?
O=C(N/N=C\c1cccc(F)c1)c1ccc(Cn2cc(Br)c([N+](=O)[O-])n2)o1	-4%	17%	1%	-12%[9.22 µM]	35%	0.1%	?
CCC(c1nnnn1Cc1ccc2c(c1)OCO2)N1CCN(c2ccc(F)cc2)CC1 (stereo not drawn)	14%	5%[38.3 µM]	4%	-24%	-19%[46.1 µM]	-2.7%	-6%
CN(C)CCCCCCN(C)C	nt	-15%	4%[21.7 µM]	-10%	nt	nt	nt
CCCSc1nnc(Cn2c(=O)sc3ccccc32)n1-c1ccccc1	1%	20%[38.3 µM]	-3%	-6%	-16%[46.1 µM]	1.7%	1%
COc1ccc(CCC(=O)NNC(=S)NCc2ccc(F)cc2)cc1	0%	3%	1%	1%[9.22 µM]	6%	-4.7%	0%[46 µM]
COc1ccccc1-c1ccc(SCc2ccccc2F)nn1	2%	14%	16%	-18%	-46%	-1.2%	nt
O=c1sc2ccccc2c(N2CCCCC2)c1[N+](=O)[O-]	1%	-4%	3%	4%	-2%	-1.2%	?
CCOC(=O)N1CCN(C(=O)CN(c2cc(C(F)(F)F)ccc2Cl)S(C)(=O)=O)CC1	2%	4%[38.3 µM]	5%	-5%[9.22 µM]	8%[46.1 µM]	-2.6%	7%
Cc1cc(C)n(CC(O)Cn2c3ccccc3c3ccccc32)n1 (stereo not drawn)	2%	59%[activator][38.3 µM]	-2%	-7%	?	-2.1%	-3%
CCNC(=S)NNC(=O)c1csc(C(C)C)c1	-4%	6%	?	11%	16%[46.1 µM]	2.3%	-1%
Cc1ccc(C(=O)CCCn2nnc(-c3cccnc3)n2)cc1C	3%	-3%	14%	-9%	-4%[46.1 µM]	0.0%	-5%
CC(C)C[C@@H]1NC(=O)[C@H](Cc2ccc(O)cc2)NC(=O)c2cc([N+](=O)[O-])cc(I)c2NCCC[C@@H](C(N)=O)NC1=O	-1%	3%	0%[2.36 µM]	3%	5%	-1.7%	0%
CC1CC2OC(=O)C3(C)CCCC(C)(C23)C1(O)CCc1ccoc1 (stereo not drawn)	nt	nt	7%	13%[9.22 µM]	28%	-1.0%	nt
O=C(NCCSCc1ccccc1)c1ccc(Cl)c(S(=O)(=O)N2CCOCC2)c1	2%	1%	-1%	?	-11%[46.1 µM]	-2.0%	?
CCOC(=O)CSc1nc(N)c(C#N)cc1C#N	-1%	-12%	4%	4%	3%	18%	?
N/C(=N\OC(=O)COc1ccc2ccccc2c1)c1ccncc1	-2%	22%	13%	11%[9.22 µM]	-8%	-1.0%	1%[46 µM]
CCCNS(=O)(=O)c1cc(Cl)ccc1OC	3%	-4%	2%	11%[9.22 µM]	-10%	-5.5%	nt
O=C(O)C(CC1CCCCC1)N1CCS(=O)(=O)CC1 (stereo not drawn)	1%	4%	-10%	2%	10%	-1.4%	?
COc1ccc(NC(=O)c2sc(SCc3ccccc3)nc2N)cc1	7%	10%	-21%	25µM*	-30%[46.1 µM]	0.9%	-4%
Cc1ccc(C(C(=O)NC2CCCC2)N2CCc3ccccc32)cc1 (stereo not drawn)	-3%	-6%[38.3 µM]	-3%	-5%	-4%[46.1 µM]	-1.0%	-1%
CCCCn1nnnc1SCC(=O)NNC(=O)c1ccco1	4%	4%	2%	5%[9.22 µM]	-30%	0.0%	2%[46 µM]
CC(=O)Nc1nc(N)n(-c2ccccc2)n1	3%	-7%[38.3 µM]	-6%	-1%	7%[46.1 µM]	-0.7%	?
CCC(Sc1nc2cc(OC)c(OC)cc2c(=O)n1Cc1ccc(OC)cc1)C(=O)NCCOC (stereo not drawn)	nt	3%	2%	2%	-16%	-0.2%&-1.3%	12%[46 µM]
Continued.
SMILES	Luc counter	IMPase Li cell	CBFb RUNX1 block	HttQ103 aggreg	NPSR antagonist	Epigenetic reg	Lamin A splicing
CN(C)CCCOC(=O)c1ccc(Cl)cc1Cl	10%	9%[38.3 µM]	4%	11%	-7%[46.1 µM]	0.0%	2%
COc1ccccc1C(=O)NCCCn1cc(Br)c(C)n1	1%	25%[38.3 µM]	7%	-1%	-5%[46.1 µM]	-2.1%	-8%
COc1ccc(S(=O)(=O)N(C)CC(=O)N2CCOCC2)cc1	4%	11%[38.3 µM]	9%	-2%	1%[46.1 µM]	-1.0%	13%
Cc1c(C(=O)NNS(=O)(=O)c2ccccc2)sc(=S)n1C	2%	-4%	0%	11%	-21%[46.1 µM]	0.1%	-12%
CN1CCN(C(=O)NC2CCCCC2)CC1	1%	7%	-1%	-17%	-2%[46.1 µM]	-1.0%	-9%
CCCC(C)C(=O)Nc1cc([N+](=O)[O-])ccc1Cl (stereo not drawn)	7%	-8%	11%	7%	-4%	2.7%	14%[46 µM]
O=C(CN1CCCC1)NCC(=O)Nc1ccc(F)cc1	-1%	-2%	0%	0%	13%	1.1%	nt
COC(=O)c1cc2ccccn2c2c(C(=O)OC)c(C(=O)OC)cc1-2	-5%	13%[38.3 µM]	-9%	8%	-22%[46.1 µM]	-1.0%	-23%
COc1ccc(/C=C/C(=O)Nc2ccccc2C(F)(F)F)cc1OC	nt	nt	0%	10%	-1%[46.1 µM]	-1.0%	-7%
C/C(=N\NC(=O)c1cc(-c2ccncc2)nc2ccccc12)c1ccc(N2CCOCC2)cc1	-3%	1%	-4%	?	-1%	3.4%	16%[46 µM]
CCOC(=O)C1=C(Nc2ccc(Br)cc2)CC(C)(O)C(C(=O)OCC)C1c1ccccc1 (stereo not drawn)	-3%	13%[38.3 µM]	0%	25%	-2%[46.1 µM]	-0.2%	10%

Entries above that have a thiophene ring, fused or not, in the order listed:
SMILES	Luc counter	IMPase Li cell	CBFb RUNX1 block	HttQ103 aggreg	NPSR antagonist	Epigenetic reg	Lamin A splicing
O=C(NNC(=O)c1cccs1)c1ccc(Br)o1	-4%	1%	7%	-4%	6%	0.0%	-3%
O=C(N/N=C/c1ccc(Br)s1)c1cccnc1	-6%	18%	-2%	nt	-27%	-1.1%	nt
Cc1ccnc(SCC(=O)c2cccs2)n1	-18%	-8%	-7%	-3%	2%	1.0%	nt
CCNC(=S)NNC(=O)c1csc(C(C)C)c1	-4%	6%	?	11%	16%[46.1 µM]	2.3%	-1%
